PLAP inhibitors HTS = PLAP enzyme inhibitors, biochemical, luminescence, HTS (AID 690) | purified PLAP, luminescent substrate; higher % means a stronger effect | inhibition, % at 20 µM, or IC50 in µM where a hit was titrated | 96,000 tested, 0.08% active; in the data active means a potency from the dose series; inactive means the rest, 99 in 100 with inhibition below about 30%; further: strong numbers were not always called active
Bcl-B displacement = displacers of TR3 peptide from Bcl-B, primary screen, selectivity assay for Bfl-1 inhibitor project, biochemical, fluorescence polarization | FP displacement of FITC-TR3 peptide from Bcl-B; higher % means a stronger effect | one-dose displacement, % at 20 µM; IC50 in µM for titrated hits | 96,000 tested, 0.11% active;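 active means displacement above 50% at 20 µM plus a fluorescence interference ratio under 1.5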;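 further: plate controls were wells without compound for no effect and wells lacking Bcl-B protein for full effect; a part of the inactive calls stands beside numbers as strong as those of hits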
IL1B NFkB pot = enhances IL-1B driven NFkB nuclear translocation. activation, % at 2 µM. 94,000 tested, 0.3% active. HUVEC IL-1B NFkB p65 nuclear translocation imaging;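 active means activation above 40%, about the mean plus 3 SD, also judged a hit on visual image review; inconclusive means activation above 40% but not a hit on visual review; inactive means activation not above 40% and no visual hit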;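 further: percent activation is computed from the nuclear over cytoplasmic p65 intensity ratio; values of inactives mirror those of a sister screen read the other way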
NFkB transloc inh = blocks IL-1B driven NFkB nuclear translocation in HUVEC cells | 94,000 tested, 0.43% active | HUVEC IL-1B NFkB p65 nuclear translocation imaging | inhibition, % at 2 µM;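 active means inhibition above about 30% together with a positive call from visual inspection of the well image, limit read from the data; inconclusive means inhibition above a set limit but visual check negative; inactive means inhibition not above a set limit, visual check negative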;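 further: nuclear over cytoplasmic p65 intensity ratio measured by imaging; 0% = IL-1B stimulated DMSO wells and 100% = unstimulated DMSO wells; values of inactives mirror those of a sister screen read the other way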
MRP reversal = reverses drug resistance mediated by MRP; differential viability (reversal), % at 10 µM; H69AR cells + 2 uM doxorubicin, CellTiter-Glo, 72 h; 85,000 tested, 0.04% active;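 active means viability drop by adding the cancer drug above about 55%, with treated viability meeting a 40% cutoff, limit read from the data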;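 further: viability without doxorubicin minus viability with 2 µM doxorubicin for each compound; larger differential means the compound sensitizes cells more to doxorubicin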
MRP reversal cytotoxicity = further read-out of MRP reversal, marked with its call; viability, %; H69AR cells, CellTiter-Glo, 72 h; measured here: cytotoxicity without doxorubicin
MRP reversal with doxorubicin = second read-out of MRP reversal, no call of its own (marks repeat the call); viability, %; measured here: viability with 2 uM doxorubicin; hits give low values
NFkB transloc inh cell count 2 µM = further read-out of NFkB transloc inh, marked with its call; cell count; measured here: cells passing quality filter;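 raw number of nuclei counted in each imaged well without normalization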
IL1B NFkB pot cell count 2 µM = also measured in IL1B NFkB pot; calls as there; cell count; measured here: cells passing quality filter
Active calls of the source: *; ? = inconclusive; / = not tested or not shown. Not all compounds are listed; count on the stated rates, not on these rows.

Fields – PLAP inhibitors HTS, Bcl-B displacement, IL1B NFkB pot, IL1B NFkB pot cell count 2 µM, NFkB transloc inh, NFkB transloc inh cell count 2 µM, MRP reversal, MRP reversal cytotoxicity, MRP reversal with doxorubicin
1) Cc1cc(C(F)(F)F)n2ncc(C(=O)O)c2n1
  2%, 0%, -1, 125, 1, 125, -3, 92, 95
2) CN1CCN(CCCNC(=O)c2ccc(CSCc3cccc(Cl)c3)o2)CC1
  -36%, -1%, 10, 103, -10, 103, 9, 83, 75
3) CCn1c(SCC(=O)Nc2cc(C)on2)nnc1-c1ccc(S(=O)(=O)N2CCN(C)CC2)cc1
  -98%, 8%, 9, 180, -9, 180, 11, 87, 76
4) CCOP(=O)(c1ccc(N(C)C)cc1)C(O)c1cc(OC)c(OC)c(OC)c1 (stereo unspecified)
  -48%, -12%, -6, 159, 6, 159, 2, 99, 97
5) CC(=O)c1cccc(NC2c3ccccc3C(=O)N2Cc2ccc3c(c2)OCO3)c1 (stereo unspecified)
  0%, 2%, /, /, /, /, 8, 79, 71
6) C/C(=N\OC(=O)Nc1ccc(Cl)cc1)c1ncc(C(F)(F)F)cc1N1CCOCC1
  -46%, -10%, 1, 194, -1, 194, 12, 87, 75
7) C/C(N)=C(/C#N)C(=O)COC(=O)c1ccncc1
  -129%, 30%, 3, 177, -3, 177, -3, 98, 101
8) Cc1[nH]c(=O)[nH]c(=O)c1S(=O)(=O)N1CCCC(C(=O)N2CCN(c3ccccc3Cl)CC2)C1 (stereo unspecified)
  -50%, -5%, -6, 204, 6, 204, 10, 100, 89
9) CN(Cc1ccccc1)c1nc2c(c(=O)n(C)c(=O)n2C)n1CCCc1ccccc1
  -110%, 0%, -5, 89, 5, 89, 21, 92, 72
10) CCOc1ccc(S(=O)(=O)N(CC(N)=O)c2ccc(C)cc2)cc1
  -1%, -1%, 1, 79, -1, 79, -5, 90, 96
11) Cc1cc(Cl)ccc1OC(C)C(=O)Nc1ccc(S(=O)(=O)Nc2cnc3ccccc3n2)cc1 (stereo unspecified)
  -36%, -11%, 0, 152, 0, 152, /, /, /
12) COCC(=O)Nc1nnc(CCc2ccccc2)s1
  -5%, -6%, -1, 78, 1, 78, -3, 98, 101
13) CC1CCN(C(=O)C(Cc2ccccc2)n2cccc2)CC1 (stereo unspecified)
  -7%, 1%, /, /, /, /, 12, 89, 76
14) CCOC(=O)C1CCCN(C(=O)CS(=O)(=O)Cc2ccccc2)C1 (stereo unspecified)
  5%, -10%, 6, 84, -6, 84, 8, 97, 90
15) Cc1nc(SCC(=O)c2cccs2)c2oc3ccccc3c2n1
  -72%, -9%, -6, 183, 6, 183, 3, 92, 90
16) O=C(NC1CCCCC1)c1sc(=S)n2c1[nH]c(=O)c1ccccc12
  -35%, 4%, 12, 148, -12, 148, -27, 43, 70
17) CCc1cc(OCCN2C(=O)NC(C)(C)C2=O)ccc1Cl
  -8%, 3%, 1, 129, -1, 129, 1, 83, 81
18) COc1ccc(C2C(C(N)=O)=C(C)Nc3ncnn32)cc1 (stereo unspecified)
  5%, -4%, -7, 164, 7, 164, 2, 95, 93
19) COC(=O)c1c(C(C)=O)cnc2ccc(Br)cc12
  9%, 11%, 16, 198, -16, 198, 1, 102, 100
20) CC1=C(C(=O)OC2CCCCCCC2)C(c2ccc(O)cc2)NC(=O)N1 (stereo unspecified)
  -34%, -21%, ?, /, -54, 144, 0, 85, 85

Reprinted at random: two compounds from above.
Fields – PLAP inhibitors HTS, Bcl-B displacement, IL1B NFkB pot, IL1B NFkB pot cell count 2 µM, NFkB transloc inh, NFkB transloc inh cell count 2 µM, MRP reversal, MRP reversal cytotoxicity, MRP reversal with doxorubicin
7) C/C(N)=C(/C#N)C(=O)COC(=O)c1ccncc1
  -129%, 30%, 3, 177, -3, 177, -3, 98, 101
3) CCn1c(SCC(=O)Nc2cc(C)on2)nnc1-c1ccc(S(=O)(=O)N2CCN(C)CC2)cc1
  -98%, 8%, 9, 180, -9, 180, 11, 87, 76

The results go on:
Fields – PLAP inhibitors HTS, Bcl-B displacement, IL1B NFkB pot, IL1B NFkB pot cell count 2 µM, NFkB transloc inh, NFkB transloc inh cell count 2 µM, MRP reversal, MRP reversal cytotoxicity, MRP reversal with doxorubicin
21) O=C(OCc1cc2ccccc2[nH]c1=O)c1ccncc1
  /, /, 6, 143, -6, 143, -21, 81, 103
22) CCCOC(=O)/C(=C\c1ccc([N+](=O)[O-])o1)NC(=O)c1ccccc1
  /, /, -1, 151, 1, 151, 14, 92, 78
23) COc1ccccc1-n1cnnc1SC1CCOC1=O (stereo unspecified)
  -3%, -4%, -9, 166, 9, 166, -6, 88, 94
24) CCN(CC)S(=O)(=O)c1ccc(NC(=O)CCC2CCCCC2)cc1
  -185%, -56%, 3, 142, -3, 142, /, /, /
25) O=c1cc(NCc2ccco2)[nH]c(=O)n1-c1ccc(Br)cc1
  /, /, -1, 151, 1, 151, 9, 93, 84
26) CCC(NS(=O)(=O)c1ccc(C)cc1)C(=O)N1CCN(c2ccccn2)CC1 (stereo unspecified)
  -9%, 8%, -5, 52, 4, 52, -7, 85, 92
27) Cc1[nH]c2ccccc2c1C(c1ccccn1)c1c(C)[nH]c2ccccc12
  8%, 8%, 15, 187, -15, 187, 8, 72, 64
28) CSC1=C(C#N)C(c2ccc(C)cc2)C2=C(CCCC2=O)N1 (stereo unspecified)
  5%, -10%, -9, 146, 9, 146, 3, 78, 76
29) COc1ccc(NC2=C(C(C)=O)C(c3ccc4c(c3)OCO4)C(C(C)=O)C(C)(O)C2)cc1 (stereo unspecified)
  -16%, -6%, /, /, /, /, -2, 83, 85
30) COc1cc(NCCCCCCCN)c2ncccc2c1
  /, /, 5, 135, -5, 135, 0, 102, 102
31) CC(=O)c1c(C)[nH]c(C(=O)NC2=NCCS2)c1C
  -92%, 5%, 5, 174, -5, 174, 13, 91, 78
32) N#Cc1ccccc1Cn1c(=O)n(C2CCCC2)c(=O)c2ccccc21
  -31%, -10%, /, /, /, /, 9, 91, 82
33) Cc1nnc(NC(=O)c2cccc(F)c2)s1
  1%, -1%, 30, 179, -30, 179, /, /, /
34) COC(=O)C(Cc1cnc(Cl)s1)(C(=O)OC)c1ccccc1[N+](=O)[O-]
  -53%, 4%, 11, 152, -11, 152, 9, 99, 90
35) COc1cc(C)c(CNc2cccc(C)c2)cc1C
  37%, -15%, /, /, /, /, 21, 113, 92
36) Cc1cc(C)n2nc(C(=O)Nc3nccs3)nc2n1
  -1%, -2%, -7, 210, 7, 210, 4, 97, 93
37) Cc1cc(N(C)C)c(C#N)c(=O)[nH]1
  1%, -6%, -3, 150, 3, 150, -16, 86, 102
38) CCNc1nc(SCCOc2ccc(C)cc2)nc(N(C)C)n1
  15%, -20%, -8, 154, 8, 154, -34, 31, 65
39) C/C=C(\CS(=O)(=O)c1ccccc1)S(=O)(=O)c1ccccc1
  -32%, 9%, 10, 141, -10, 141, -19, 25, 44
40) CCc1nc2ccccc2c(C(=O)Oc2cccc3cccnc23)c1C
  8%, -5%, 1, 118, -1, 118, /, /, /
41) c1ccc2c(c1)oc1c(NCCCN3CCOCC3)ncnc12
  -3%, -6%, 0, 126, 0, 126, 3, 82, 78
42) COC(=O)Cn1cnc(=O)c(C#N)c1/C=C/N(C)C
  -26%, -5%, 18, 126, -18, 126, /, /, /
43) CCOC(=O)C1CCN(C(c2cc3cc(C)cc(C)c3[nH]c2=O)c2nnnn2C2CCCCC2)CC1 (stereo unspecified)
  /, /, 15, 159, -15, 159, -7, 6, 13
44) O=C(CN1CCC(NC(=O)Cc2ccccc2)CC1)Nc1cccc2ccccc12
  -22%, 1%, -4, 138, 4, 138, /, /, /
45) COc1ccc2c(c1)nc(SCC(=O)c1cccs1)n2C
  10%, -3%, 4, 131, -4, 131, /, /, /
46) CC(C)N(Cc1nc(-c2ccccc2)no1)C(=O)CCCN1C(=O)c2ccccc2C1=O
  -49%, -4%, 1, 85, -1, 85, 23, 88, 65
47) CCOc1cccc2cc(C(=O)N3CCc4ccccc43)c(=O)oc12
  3%, -94%, 2, 104, -2, 104, -1, 55, 57
48) CC(=O)C1=C(C)Nc2ncnn2C1c1ccc(Cl)cc1 (stereo unspecified)
  11%, -8%, 6, 97, -6, 97, 8, 79, 72
49) CCOC(=O)CNC(=O)Cn1c(C)cc2ccccc2c1=O
  24%, -5%, 3, 139, -3, 139, 2, 91, 89
50) Cc1nc(N2CCN(C(=O)c3ccco3)CC2)c2c3c(sc2n1)CCC3
  -68%, 21%, /, /, /, /, -6, 68, 73
51) COCCCN1C(=O)C(=O)/C(=C(/O)c2ccc(OCC(C)C)cc2)C1c1cccnc1 (stereo unspecified)
  -15%, 0%, -1, 76, 1, 76, 9, 89, 80
52) c1ccc(-c2cnnc(N3CCOCC3)n2)cc1
  10%, 2%, 17, 158, -17, 158, 26, 105, 79
53) Cc1cc(NC(=O)CSc2nc3ccccc3s2)no1
  -9%, 0%, 3, 158, -3, 158, 4, 92, 88
54) CCOP(=O)(c1ccccc1)c1nc(-c2ccc(F)cc2)oc1N1CCCCC1 (stereo unspecified)
  -56%, -2%, 17, 113, -17, 113, -10, 64, 74
55) Cc1[nH]c2ccccc2c1C(=O)COC(=O)C(C)C
  21%, 4%, -11, 209, 11, 209, /, /, /
56) COc1cc(C(=O)Nc2ccc(-c3nc4cc(C)ccc4o3)c(O)c2)cc(OC)c1OC
  -171%, 0%, -3, 88, 3, 88, -13, 24, 36
57) COc1ccnc(Oc2ccc(C)cc2)c1C#N
  -23%, 17%, -6, 176, 6, 176, /, /, /
58) CC(C)CC(=O)NS(=O)(=O)c1ccc(N)cc1
  /, /, ?, /, -42, 130, 5, 97, 92
59) COc1ccc(NC(=O)Cn2nc(C(F)(F)F)c3c2CCCC3)cc1OC
  /, /, 18, 130, -18, 130, 3, 89, 86
60) CCOCCOC(=O)C1=C(C)NC2=C(C(=O)CC(c3cccs3)C2)C1c1ccsc1 (stereo unspecified)
  -12%, 23%, 1, 159, -1, 159, 0, 53, 54
61) CSc1ccccc1-c1nnc(-c2ccc(C)cc2)o1
  15%, -2%, -2, 124, 2, 124, /, /, /
62) CC(=O)OCCNC(=O)c1cc2ccccc2oc1=O
  4%, -1%, 22, 137, -22, 137, 3, 94, 91
63) COc1ccc(C(=O)n2nc(C)cc2C)cc1OC
  8%, -8%, -6, 125, 6, 125, 2, 94, 92
64) O=C(c1ccccc1F)N(Cc1ccc(F)cc1)C1CCS(=O)(=O)C1 (stereo unspecified)
  -5%, 5%, -5, 189, 5, 189, -32, 50, 82
65) O=C(COc1ccc(S(=O)(=O)NC2CCCCC2)cc1)N1CCN(c2cccc(Cl)c2)CC1
  -19%, 0%, -1, 184, 1, 184, -20, 60, 79
66) CCOC(=O)C1CCN(C(=O)CN(c2ccc(OC)c(OC)c2)S(=O)(=O)c2ccccc2)CC1
  -49%, 2%, /, /, /, /, 5, 98, 93
67) Cc1cccc(N=C2Sc3nc4c(C)c(C)ccc4cc3CN2CCN2CCOCC2)c1
  -44%, 3%, -8, 52, 8, 52, /, /, /
68) CC(=O)Nc1ccc(C(=O)n2nc(C)cc2C)cc1
  -1%, -5%, /, /, /, /, -1, 93, 94
69) CCOC(=O)C1CCN(C(=O)C(C)Sc2ccc(Cl)cc2)CC1 (stereo unspecified)
  /, /, 5, 111, -5, 111, 27, 99, 72
70) CN(C)c1ccc(NC(=O)c2cc3c(=O)n4ccccc4nc3n2C)cc1
  /, /, 15, 105, -15, 105, -19, 68, 87

Assay outcomes (PubChem)
